Source: PubChem
KDM5B inh – blocks human KDM5B histone demethylase activity; AID 1347165; Q9UGL1; hit rate 2.6% among 220,000; Potency, µM (highest dose often 57.7 µM), for the others: top-dose activity change, negative = inhibition, most hits filed as inhibitors; KDM5B demethylase, FDH-coupled NADH fluorescence (FDH is formaldehyde dehydrogenase); active = well fitted inhibition curve with a large enough effect; inconclusive = small, poorly fitted or top-dose-only effect; inactive = no such curve, though single readings can be large or run the other way; also: 0% is about no effect; nearly all actives have a fitted effect of over 70% in size
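qHTS format, multiple compound concentrations. Buffer 50 mM HEPES pH 7.5/0.01% Tween-20; 200 nM KDM5BΔAP final; 10 min compound preincubation; substrate-mix levels 12.5 µM peptide, 25 µM α-KG, 0.25 mM NAD⁺; 30 min RT; ΔRFU.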
* hit, by the source's call; i = inactive; ? = inconclusive; [ ] = another dose, or the depositor's remark. Potency is read from the fitted curve at half-maximal effect. The list is partial, so the mix of outcomes need not match the whole.

SMILES	KDM5B inh
CCc1ccc(CNC(=O)c2ccc(CSc3nc4ccncc4n3Cc3ccc(OC)cc3)cc2)cc1	-23.1%
CCOC(=O)c1ccc2ncc(C(=O)OCC)c(NCCc3ccc(OC)c(OC)c3)c2c1	-9.0%
Cc1ccccc1N=Cc1ccc(N(C)C)cc1	-25.2%
CN1CCCCCCN(C(=O)NC2CCCCC2)[C@H]2CCC[C@H]2C1=O	-4.3%
O=C(NCC1CC1)c1noc(-c2ccccc2F)n1	20µM*
CC1=C(C(=O)c2ccc(Cl)cc2)C(c2ccccc2)NC(=O)N1 (stereo not drawn)	2.9%
Cc1ccc(S(=O)(=O)N2CCOCC2)cc1NC(=O)COC(=O)CCn1c(C)csc1=O	0.7%
O=C(Nc1ccc2n(c1=O)C[C@H]1C[C@@H]2CN(C(=O)COc2ccccc2)C1)c1ccccc1	-11.2%
CCCC(=O)OC1=C(C(C)=O)N(Cc2ccccc2)S(=O)(=O)c2ccccc21	?
CCCn1nc(C)c(-c2cc(C(=O)N3CCCC(Cc4nncn4Cc4ccccc4)C3)[nH]n2)c1C (stereo not drawn)	-9.7%
Cn1ccnc1CN1C(=O)CO[C@H](c2ccc(NC(=O)Nc3ccccc3)cc2)[C@H]1CO	19.5%
Cc1ccc2[nH]c(CSc3nnc(NC(=O)COc4ccccc4Cl)s3)cc(=O)c2c1	-15.1%

(continued)
SMILES	KDM5B inh
CC1(COc2ccc(-c3nc(COc4ccccc4)no3)cn2)CCCNC1 (stereo not drawn)	?
CNc1nc2c(c(C(=O)N3CCCC3)n1)CN(C(=O)c1cc(C(C)C)on1)CC2	?
O=C(Cc1ccccc1)N1CCCC2(CC(c3ccccc3)=NO2)C1 (stereo not drawn)	5.8%[149 µM]
O=C(NCCc1ccccc1)N1CC(c2noc(C3CCCN3CC3CC3)n2)C1 (stereo not drawn)	-20.9%
CC(C)(C)NC(=O)CSc1ncc(-c2cccc(Br)c2)o1	18.0%
COCCN[C@H]1[C@@H]2OC[C@@H](O2)[C@@H](NC(=O)Nc2cccc(OC)c2)[C@@H]1O	-32.0%[86.2 µM]
COc1ccc(NC(=O)CSc2nc3sc(C)cc3c(=O)n2C)c(OC)c1	-4.7%
CC1(c2ccc3c(c2)CCC3)NC(=O)N(Cc2coc(-c3cccs3)n2)C1=O (stereo not drawn)	-37.0%
CCN(CC)c1cc(CCC(=O)N2CCN(c3ccc(Cl)cc3)CC2)ccn1	?
N[C@H]1CO[C@H]2[C@@H]1OC[C@@H]2n1cc(CC2CCCCC2)nn1	-19.1%[115 µM]
CN1C(=O)c2cccn2CC1C(=O)N1CCOCC1 (stereo not drawn)	-18.6%
Cc1cc(/C(N)=N/OC(=O)Nc2ccc(Cl)cc2)no1	5.5%

(list continues)
SMILES	KDM5B inh
COc1ccc(CCNC(=O)Cn2c(=O)nc(-c3ccccc3)c3cc(Cl)ccc32)cc1OC	-19.5%
COc1ccc(NC(=O)CSc2nc3ccccc3n2CC(=O)Nc2cccc(C)c2C)cc1	?
CCOP(=O)(OCC)c1nc(-c2ccc([N+](=O)[O-])cc2)oc1NCc1ccccc1	6.7%
COc1cc(/C=C(\C#N)c2nc3ccccc3[nH]2)ccc1OCc1ccc(F)cc1	?
Cc1[nH]cnc1-c1nccn1-c1ccc(NC(=O)CN2CCOCC2)cc1	-10.0%
COc1ccc(NC(=O)CN(C)S(=O)(=O)c2ccc3nc(C)sc3c2)cc1	-7.4%
COc1ccc(-n2nc(C3CCN([S+](=O)([O-])c4c(C)noc4C)CC3)[nH]c2=O)cc1	-13.7%
CCOC(=O)c1ccc(NC(=O)CCc2c(C)nc3c(c(C)nn3-c3ccccc3)c2C)cc1	?
CN(CC(=O)Nc1ccc2c(c1)OC1(CCCC1)O2)S(=O)(=O)c1cccs1	8.9%
CN(C)S(=O)(=O)c1ccc(C(=O)NCCS(=O)(=O)N2CCN(c3ccccc3)CC2)cc1	-7.0%
Cc1ccc(C)c(NC(=O)Cn2c(-c3ccccc3)nc(C)cc2=O)c1	-17.1%
O=C(N[C@H](c1ccccc1)C1CC(O)C1)c1ccc(-n2cccn2)cc1 (stereo partly drawn)	-35.0%

Other entries follow.
SMILES	KDM5B inh
O=C(NCc1ccc2c(c1)OCO2)c1cccc2c1C(=O)N(C1CCCCC1)C2	-7.3%
CN(C)C1(CNC(=O)Cc2c[nH]c3ccccc23)CCCCCC1	-6.1%
c1cn(CCCNCc2ccc(-n3ccnc3)cc2)cn1	-2.2%
Cc1ccc(C)c(Oc2coc3cc(OC(=O)C(C)C)ccc3c2=O)c1	-18.7%
Cc1ccc(NC(=O)CN(C)C(=O)c2cc3ccc(F)cc3nc2C)cc1	-9.5%
COC(=O)c1cc(-c2ccccc2)nc2ccccc12	?
CCN(CC)CCNC(=O)c1ccc2c(c1)NC(=O)C(CS(=O)(=O)Cc1cccc(Br)c1)N2 (stereo not drawn)	?
CC(C(=O)NC1CCCC1)[C@@H]1CC[C@@]2(C)CC[C@H](N[S+](C)(=O)[O-])[C@@H](C)[C@@H]2[C@H]1O (stereo partly drawn)	-4.1%[86.2 µM]
COc1ccc(-n2nc(C3CCN(Cc4cccc5ccccc45)CC3)[nH]c2=O)cc1	-8.1%
O=S(=O)(NCC1(COc2ccccc2)C[C@@H](O)[C@@H](O)C1)c1ccc(F)cc1 (stereo partly drawn)	3.8%[86.2 µM]
CC(=O)NCC(=O)N(c1ccc(C)cc1)C1(C(=O)Nc2ccccc2C)CCCCC1	-1.7%
CCCCCCc1ccc(N=Cc2ccc(OCC(C)CC)cc2O)cc1 (stereo not drawn)	1.6%

(list continues)
SMILES	KDM5B inh
CCN1CCN(c2cc(C)c3cc(NC(=O)c4cc(OC)c(OC)c(OC)c4)ccc3n2)CC1	?
Cc1ccc(-c2nc3c4ccccc4n(CC(=O)N4CCN(c5ccc(F)cc5)CC4)c(=O)n3n2)cc1	?
CC(C)Nc1nc(-c2ccc(NS(C)(=O)=O)cc2)cs1	-6.0%
Cc1[nH]ncc1CNC(=O)CN1CCCc2nc(-c3ccccc3)ncc2C1=O	4.6%
COc1cc(C(=O)NCC2(c3ccccc3)CC2)cc(OC)c1OC	11.8%
CCCCNc1nc(-c2ccc(N(CC)S(C)(=O)=O)cc2)cs1	?
COc1cc(NC(=S)NCCO)c(OC)cc1Cl	19.8%
Cc1ccc(S(=O)(=O)Nc2cccc(S(=O)(=O)C3CCCC3)c2)c(C)c1	-2.4%
COc1c(C)cccc1C(=O)Nc1sc2c(c1C(N)=O)CCCC2	-69.3%
N#Cc1ccc(OCCN2CCCc3ccccc32)cc1	?
CCN1CCCC1CNC(=O)c1cc(N)ccc1OC (stereo not drawn)	?
Cc1ccccc1OCCOc1ccc2ccc(=O)oc2c1	?

Following part
SMILES	KDM5B inh
Cc1cn2nc(C(=O)Nc3cccc(F)c3)cc2c(N(C)Cc2ccccc2)n1	i
Fc1ccc(CSc2ncnc3nc[nH]c23)cc1	22.3%
O=C1CN(C(=O)c2ccc(S(=O)(=O)N3CCCC3)cc2)C(c2ccccc2)c2cc(Cl)ccc2N1 (stereo not drawn)	3.0%
Cn1c(=O)c2[nH]c(-c3ccccc3Cl)nc2n(C)c1=O	?
O=C(CSc1ccccc1F)c1ccc2c(c1)OCCO2	18.6%
CCCn1ccc2sc(C)c(C(=O)NCc3ccc(C)cc3)c2c1=O	-20.4%
Cc1ccccc1CNC(=O)Cn1c(=O)c2cccn2c2cccnc21	?
Cc1ccc2nc(CO[C@H]3CN(Cc4ccccc4)C[C@H]3F)[nH]c2c1	0.5%[86.2 µM]
Cc1ccc(NC(=O)c2oc3ccc(S(=O)(=O)N4CCCCC4)cc3c2C)cc1Cl	-2.4%
COc1ccc(/C=C/C(=O)Nc2ccc3nc(N4CCC(C)CC4)cc(C)c3c2)cc1OC	15.3%
CC1(C(=O)Nc2cccc(Cl)c2)CCCCC(=O)N1 (stereo not drawn)	15.3%
Cc1cccc(Nc2nnc(-c3ccc(C)c(S(=O)(=O)N4CCCCC4)c3)c3ccccc23)c1	?

By substructure, the entries above containing bromine (2)
SMILES	KDM5B inh
CC(C)(C)NC(=O)CSc1ncc(-c2cccc(Br)c2)o1	18.0%
CCN(CC)CCNC(=O)c1ccc2c(c1)NC(=O)C(CS(=O)(=O)Cc1cccc(Br)c1)N2 (stereo not drawn)	?

The list continues:
mol | KDM5B inh
CC(C)C(=O)N1CCN(c2nc3c(s2)CC(C(=O)NCCc2cccs2)CC3)CC1 (stereo not drawn) | -13.0%
O=C(c1n[nH]c2c1CCCC2)N1CCC2(CC1)N=C(c1ccccc1)NO2 | 0.9%
O=C(CS(=O)(=O)c1cccc2nsnc12)Nc1cc(F)ccc1F | -6.9%
CN(C(=O)COC(=O)c1cc2ccccc2cc1O)c1ccccc1 | -13.3%
Cc1cccc(C)c1NC(=O)CN(C)CC(=O)N(C)CC(=O)Nc1ccccc1Br | 31.2%
Fc1ccccc1-c1nnc([C@H]2CCN(Cc3cccc(OC(F)(F)F)c3)C2)o1 | ?
COC(=O)c1occc1/C=C/C(=O)c1ccc(C#N)cc1 | 0.5%
O=C(CCc1ncc(-c2c(F)cccc2F)o1)Nc1ccccc1F | -4.3%
CCOc1ccccc1CNC(=O)c1c(C)sc2ccn(CC(C)C)c(=O)c12 | -18.2%
Cn1c(CO)nc2c3ccccc3ccc21 | 34.7%
Cc1nc2c(c(-c3ccc(O)cc3)n1)CN(C(=O)Cc1ccccn1)CCC2 | -8.2%
Cc1ccc2c(CN3CCN(Cc4ccccc4)CC3)cc(=O)oc2c1C | -10.8%
CCCNC(=O)[C@H]1CCC[C@H]1NC(=O)c1ccncc1 | 3.1%
Cc1cnc(C(=O)NCC2CCCCC(=O)N2)cn1 (stereo not drawn) | ?
COc1cccc(CN2Cc3cc(NC(=O)c4cc(OC)cc(OC)c4)ccc3OCC2=O)c1 | ?
COc1ccc(NS(=O)(=O)c2cccc(C(=O)NNC(=O)c3ccc(O)c(Cl)c3)c2)cc1 | -0.6%
Cc1cn2nc(C(=O)N3CCC(NC(=O)c4ccoc4)CC3)cc2c(=O)[nH]1 | ?
O=C(CSc1nc2ccccc2c(=O)n1-c1ccccc1)N1CCCC1 | 8.3%
CC1(C)Cc2nc(-c3ccccc3)nc(SCC(=O)N3CCCC3)c2CO1 | ?
COc1ccc2c(c1)c1c(c(=O)n(Cc3ccccc3)c(=O)n1CC(=O)Nc1cc(C)cc(C)c1)n2C | ?
CC(C)(C)C1CCC2(CC1)NC(=O)N(CC(=O)N1CCCCC1)C2=O (stereo not drawn) | 17.3%
COc1cccc(C2CCCCN2Cc2nc(CCc3ccccc3)no2)c1 (stereo not drawn) | -34.1%
Cc1nc2c(c(-c3ccc(O)cc3)n1)CN(CC1CC1)CCC2 | -10.0%[86.2 µM]
COc1ccc(NC(=O)COc2ccc(/C(C)=N/O)cc2)cc1 | -9.4%
N#Cc1cccc(CN[C@@H]2CO[C@H](CNC(=O)c3cccs3)[C@H]2O)c1 | 3.5%[86.2 µM]
COc1ccc(-c2[nH]ncc2CNC(=O)[C@H]2CCC[C@@H](O)C2)cc1 | -1.5%
CC1=C[C@@H](CNC(=O)c2cnccn2)[C@H](C(C)C)C[C@H]1Cc1nc2ccc(F)cc2[nH]1 | ?
COC(=O)c1ccc(COC(=O)CCC(=O)c2ccc(Cl)cc2)cc1 | -2.8%
COC(=O)c1ccc(Oc2coc3cc(OC(=O)c4cccs4)ccc3c2=O)cc1 | 17.2%
CC(C)n1nc(C(=O)OCC(=O)Nc2ccc(Cl)cc2F)c2ccccc2c1=O | -4.6%

Next part:
mol | KDM5B inh
COc1ccc(CCNc2oc(-c3ccc(OC)cc3)nc2C#N)cc1 | ?
CC(=O)N1CCCc2cc(S(=O)(=O)NCc3cccs3)ccc21 | 16.4%
O=C(O)COc1ccc(-c2nccc3c2C(=O)N(Cc2cccc(C(F)(F)F)c2)CC(CNC(=O)C2CCOCC2)O3)cc1 (stereo not drawn) | ?
CN(CCc1noc(COc2cccc(F)c2)n1)C(=O)c1ccccc1C(F)(F)F | 11.2%
COCc1nc2nc(-c3ccccc3)c(-c3ccc(OC)nc3)cc2n1C | 35.5µM*
COc1ccc(OC)c(NC(=O)Cn2c(-c3cccc(Cl)c3)nc(C)c(CCO)c2=O)c1 | -27.0%
O=C(CCc1ccccc1)N(Cc1cccnc1)c1nc2c(F)cccc2s1 | -25.2%
NS(=O)(=O)c1ccc(NC(=O)COc2ncnc3ccc(Br)cc23)cc1 | 15.6%
CN(Cc1ccccc1)C(=O)[C@@H]1CN(S(C)(=O)=O)C[C@H]1c1ccncc1 | -0.7%
CC1=C[C@@H](CN2CCC(O)CC2)[C@H](C(C)C)C[C@H]1Cc1nnc(-c2ccccc2F)o1 | -16.9%[86.2 µM]
NC(=O)c1ccccc1NC(=O)C(=O)c1c[nH]c2ccccc12 | -1.1%
CCc1nc(-c2c3n(c(=O)n(CC(=O)Nc4ccccc4OC)c2=O)CCCC3)no1 | -5.2%
CO[C@H]1C(=O)N(C2CCN(C(=O)c3cnc(C)cn3)CC2)[C@H]1c1ccncc1 | -4.2%

A run of entries from the list above, for reference:
mol | KDM5B inh
O=C(CCc1ccccc1)N(Cc1cccnc1)c1nc2c(F)cccc2s1 | -25.2%
NS(=O)(=O)c1ccc(NC(=O)COc2ncnc3ccc(Br)cc23)cc1 | 15.6%
CN(Cc1ccccc1)C(=O)[C@@H]1CN(S(C)(=O)=O)C[C@H]1c1ccncc1 | -0.7%
CC1=C[C@@H](CN2CCC(O)CC2)[C@H](C(C)C)C[C@H]1Cc1nnc(-c2ccccc2F)o1 | -16.9%[86.2 µM]
NC(=O)c1ccccc1NC(=O)C(=O)c1c[nH]c2ccccc12 | -1.1%
CCc1nc(-c2c3n(c(=O)n(CC(=O)Nc4ccccc4OC)c2=O)CCCC3)no1 | -5.2%
CO[C@H]1C(=O)N(C2CCN(C(=O)c3cnc(C)cn3)CC2)[C@H]1c1ccncc1 | -4.2%
